# Compound activity: PubChem BioAssay, several laboratories
# RSV antiviral HEp-2: RSV antiviral activity via CPE protection, HEp-2 cells, primary 10 µM value included (AID 2391). HEp-2 cells, RSV-induced CPE inhibition; higher % means a stronger effect. CPE inhibition, % at 10 µM; hits with a dose series show IC50 in µM. hit rate 0.13% among 310,000; in the data active = a potency from the dose series; inconclusive = CPE inhibition mostly from about 23% at the one dose, without a potency; inactive = the rest, 99 in 100 with CPE inhibition below about 21%; note: strong numbers were not always called active
# Dengue-2 NS5 capping: Dengue-2 NS5 methyltransferase inhibitors, primary screen, biochemical, confirmation dose response (AID 588689) | Dengue-2 NS5 methyltransferase capping enzyme assay, biochemical; higher % means a stronger effect | inhibition, % at 25 µM; hits with a dose series show IC50 in µM | hit rate 0.3% among 340,000; in the data active = a potency from the dose series; inconclusive = inhibition above about 29% without an active follow-up result
# Rac1 GTP hydrolysis: MgcRacGAP GTPase-activating activity inhibitors, confirmation, biochemical, ADP Hunter fluorescence; MgcRacGAP-stimulated Rac1 GTP hydrolysis, ADP Hunter fluorescence; higher % means a stronger effect; GST-tagged Rac1 F28L mutant substrate; inhibition, % at 30 µM; hits with a dose series show IC50 in µM; hit rate 0.6% among 340,000; AID 624330;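 active = first-screen hits whose inhibition reached a set limit at any dose in the follow-up dose series; inconclusive = inhibition above the set first-screen limit but never retested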;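 note: fluorescence reports GDP produced by GAP-driven GTP hydrolysis; strong numbers were not always called active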
# SV40 large T antigen: SV40 large T antigen inhibitors, biochemical (AID 1903); SV40 large T antigen ATPase/helicase inhibition assay; higher % means a stronger effect; inhibition, % at 20 µM; hits with a dose series show IC50 in µM; hit rate 0.39% among 310,000; in the data active = a potency from the dose series; inconclusive = inhibition mostly from about 32% at the one dose, without a potency; inactive = the rest, 99 in 100 with inhibition below about 32%; note: strong numbers were not always called active
# West Nile virus CPE: West Nile virus antiviral activity, cell-based, CPE readout (AID 1621) | West Nile virus-infected cells, CPE inhibition; higher % means a stronger effect | CPE inhibition, % at 10 µM, or IC50 in µM where a hit was titrated | hit rate 0.02% among 290,000; in the data active = a potency from the dose series; inconclusive = CPE inhibition mostly from about 3.7% at the one dose, without a potency; inactive = the rest, 99 in 100 with CPE inhibition below about 2.2%; note: strong numbers were not always called active
# K1F lysis inhibition: inhibition of K1F phage lysis, E. coli UTI89, bacterial capsule biogenesis inhibitors, alamar blue (AID 488966); hit rate 0.02% among 340,000; one-dose inhibition, % at 100 µM; IC50 in µM for titrated hits; E. coli UTI89 K1F phage lysis, alamar blue, 2 h; higher % means a stronger effect;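 active = phage lysis inhibition, versus mean bacterial control, above a set limit; inconclusive = no clear call, values can overlap the other calls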;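 note: capsule biogenesis inhibitors block K1F phage lysis so surviving cells raise fluorescence; higher fluorescence means more inhibition of phage lysis; actives were called in the ten point dose series up to 300 µM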
# Siah-1 displacement: blockers of Siah-1 interaction with plectin peptide – biochemical, fluorescence polarization, rhodamine-plectin, uHTS, primary screen (AID 1817) | Siah-1 / rhodamine-plectin peptide fluorescence polarization; higher % means a stronger effect | displacement, % at 20 µM, or IC50 in µM where a hit was titrated | hit rate 0.02% among 290,000;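 active = displacement of at least 50% at 20 µM, with a fluorescence ratio check between 0.3 and a set limit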;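 note: plate controls were Siah plus tracer with DMSO for no effect and tracer alone without Siah for full effect; strong numbers were not always called active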
# AID2073: inhibitors of Mint1-CaV2.2 protein interaction, biochemical, HTRF (AID 2073); inhibition, % at 20 µM; hits with a dose series show IC50 in µM; HTRF protein-protein interaction, Mint1-CaV2.2; higher % means a stronger effect; hit rate 0.19% among 290,000; in the data active = inhibition mostly above about 51%, no sharp cut-off; inconclusive = no clear call, values can overlap the other calls; inactive = mostly below about 53%; note: some results filed as inactive read as strong as hits
# NTR1 agonist: agonists of NTR1, primary screen, imaging, U2OS cells, beta-arrestin-GFP, high content (AID 493036); NTR1-U2OS beta-arrestin-GFP spot imaging, agonist mode; activation, % at 20 µM; hit rate 0.17% among 330,000;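 active = activation at or above 40% of the spot to cytoplasm intensity ratio, with at least 20 cells analyzed; inconclusive = wells under 20 cells, flagged as cytotoxic or low count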;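 note: 0% = DMSO without peptide and 100% = 100 nM NTR1 peptide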
# Target sequence (P30989 whole entry, looked up): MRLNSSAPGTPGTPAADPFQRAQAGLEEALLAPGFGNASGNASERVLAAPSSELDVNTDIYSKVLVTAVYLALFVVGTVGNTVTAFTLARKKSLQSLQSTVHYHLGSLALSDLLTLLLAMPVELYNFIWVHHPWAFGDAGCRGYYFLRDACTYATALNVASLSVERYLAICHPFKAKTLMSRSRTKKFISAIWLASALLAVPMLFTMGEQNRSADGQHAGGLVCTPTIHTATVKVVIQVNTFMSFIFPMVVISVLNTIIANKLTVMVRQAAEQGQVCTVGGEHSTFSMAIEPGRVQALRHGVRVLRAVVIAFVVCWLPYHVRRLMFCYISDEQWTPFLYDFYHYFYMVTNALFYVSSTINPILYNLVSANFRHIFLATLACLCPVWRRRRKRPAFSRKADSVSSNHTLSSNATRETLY
# NTR1 agonist cell count 20 µM: also measured in NTR1 agonist; calls as there; cell count; measured here: cell count, cytotoxicity flag
# * marks the source's active call; other numbers are inactive results; ? = inconclusive; / = not tested or not shown; [ ] = dose if it differs, or a comment.
SMILES,RSV antiviral HEp-2,Dengue-2 NS5 capping,Rac1 GTP hydrolysis,SV40 large T antigen,West Nile virus CPE,K1F lysis inhibition,Siah-1 displacement,AID2073,NTR1 agonist,NTR1 agonist cell count 20 µM
O=C1Nc2ccccc2C1C(C[N+](=O)[O-])c1ccccc1 (stereo unspecified),2.9%,3%,/,4%,0.1%,0.0%,2%,34%,-0.7,93
COc1ccc(CN2CCCC(C(=O)N3CCCCC3)C2)cc1 (stereo unspecified),0.5%,-9%,26%,17%,-0.6%,0.0%,0%,-3%,-1.3,101
Cc1cc(OC(=O)C2CC2)c([N+](=O)[O-])c(=O)[nH]1,0.6%,3%,12%,1%,-0.4%,0.0%,6%,-11%,-0.7,75
COc1ccc(C(=O)N(CCN2CCOCC2)CC(=O)NC2CCCC2)cc1OC,0.3%,-11%,8%,0%,0.2%,-0.3%,5%,-2%,1.2,52
CN1CCN(S(=O)(=O)c2ccc(NC(=O)c3ccc(Br)o3)cc2)CC1,3.2%,-1%,5%,3%,-0.5%,0.3%,-2%,2%,-3.0,95
COC(=O)c1ccc(Oc2nc(NC(C)C)nc(N(C)C)n2)cc1,1.4%,-8%,4%,4%,-0.1%,0.5%,-1%,-3%,0.9,73
Cc1ccc(C2(C)NC(=O)N(CC(=O)NC(=O)NC(C)C)C2=O)cc1 (stereo unspecified),1.1%,-11%,6%,3%,-0.9%,0.5%,2%,16%,-0.1,43
O=C(NCc1ccc2c(c1)OCO2)Oc1ccccc1,3.3%,-2%,2%,10%,-0.1%,1.9%,-3%,2%,-3.2,49
O=C(C1CCCN(S(=O)(=O)c2cccc3cccnc23)C1)N1CCN(c2ccccc2F)CC1 (stereo unspecified),2.3%,-1%,8%,-5%,-0.5%,3.9%,4%,25%,9.5,40
O=C(Nc1ccc2c(c1)OCO2)C1CCCN1C(=O)Nc1ccccc1F (stereo unspecified),-1.5%,3%,-2%,11%,-0.7%,0.0%,-4%,-8%,0.8,63
Cc1ccc(-c2nnc(SCC(=O)NC3CCCC3)n2C)cc1,1.0%,1%,-3%,5%,-0.4%,0.0%,2%,12%,-1.4,38
CCC(=O)Nc1nc2ccc(NC(=O)c3cc(OC)c(OC)c(OC)c3)cc2s1,2.6%,-5%,8%,24%,-0.1%,0.1%,8%,6%,0.8,60
CCC(C)n1cnc2c(c1=O)c1nc3ccccc3nc1n2-c1ccc2c(c1)OCCO2 (stereo unspecified),1.6%,8%,9%,-2%,/,1.9%,2%,-9%,3.4,38
Cc1ccc(OCc2nnc(NC(=O)OCC(C)C)s2)c(C)c1,0.1%,/,/,6%,/,/,0%,9%,4.3,79
O=C(Nc1ccc(Br)cc1)c1ccc(CSC2=NCCS2)cc1,3.9%,2%,10%,-7%,-0.2%,1.1%,2%,6%,0.1,43
COc1ccccc1N1CCN(Cc2ccc(-c3ccccc3[N+](=O)[O-])o2)CC1,2.7%,/,4%,1%,-1.3%,0.0%,1%,9%,1.5,61
COc1cc(N=c2oc3c(C)ncc(CO)c3cc2C(N)=O)cc(OC)c1OC,0.6%,0%,10%,8%,0.1%,1.9%,-12%,-5%,-1.2,47
NC(=S)Cc1nc2n(n1)Cc1ccccc1-2,-0.2%,0%,6%,8%,0.1%,-2.8%,-4%,-25%,-0.9,60
CCN1C(=O)/C(=C\C=C2/C=CC=CN2CC)SC1=S,2.8%,22%,23%,18%,0.1%,3.0%,2%,-14%,2.1,38
CCOC(=O)N1CCN(C(=O)c2ccc(S(=O)(=O)Nc3cccc(C(F)(F)F)c3)cc2)CC1,2.1%,-2%,7%,11%,/,-0.1%[50 µM],/,/,-0.3,48
CCO[C@@H]1OC(C(=O)NC2CC2)=C[C@H](c2ccc(C(F)(F)F)cc2)[C@H]1CCCO,-2.2%,0%,5%,2%,0.4%,2.1%,2%,9%,-0.7,74
O=C1N=C(N2CCCCC2)S/C1=C\c1ccncc1,0.0%,8%,7%,8%,-0.5%,0.8%,4%,6%,-1.1,50
CCOC(=O)c1cc2ccc(OC)c(OC)c2c(=O)s1,2.4%,6%,13%,20%,-0.1%,0.0%,0%,10%,0.1,50
COC(=O)C1=C(C(=O)OC)[C@@H]2Nc3ccccc3[C@@]23C[C@@H](C(=O)OC)N(C(=O)c2ccco2)C3=N1,1.6%,-5%,6%,11%,-0.2%,0.9%,/,/,-0.4,87
Cc1cc(C)nc(SCc2ccc(C(=O)N/N=C/c3ccncc3)cc2)n1,0.0%,-8%,11%,8%,-1.1%,-0.4%,32%,9%,1.2,34
COc1ccccc1C(=O)NCC(c1cccs1)N1CCc2ccccc21 (stereo unspecified),?,-16%,0%,16%,/,0.6%[50 µM],/,/,7.2,50
CCOC(=O)C1=C(C)NC(=O)NC1c1ccc(N(CC)CC)cc1 (stereo unspecified),3.4%,-5%,13%,20%,0.1%,-0.6%,2%,-5%,0.5,89
Cc1nc2nc3c(cn2n1)C(=O)CCC3,0.0%,-1%,-2%,0%,/,-0.1%,0%,16%,0.4,81
O=C(NCc1cccs1)Nc1ccc2c(c1)OCO2,-2.2%,-5%,0%,0%,0.1%,-0.2%,10%,-9%,-5.1,106
CCOC(=O)CC(=O)CSc1nc2c(sc(=S)n2-c2ccccc2)c(=O)[nH]1,0.8%,0%,6%,11%,0.0%,-1.0%,-1%,-8%,0.8,51
O=C(N/N=C/c1cccc([N+](=O)[O-])c1)C1CC(=O)N(c2ccc(Cl)cc2)C1 (stereo unspecified),2.5%,4%,15%,6%,-0.2%,0.4%,-6%,?,3.6,41
Cc1nn(C(C)C(=O)Nc2ccc3c(c2)OCO3)c(C)c1[N+](=O)[O-] (stereo unspecified),-1.3%,7%,12%,6%,-0.5%,1.2%[50 µM],3%,8%,0.8,63
CCn1c(=O)cc(OCC(=O)NC(C)c2ccc3c(c2)OCCO3)c2ccccc21 (stereo unspecified),2.1%,-1%,6%,-2%,-0.2%,-0.3%,-1%,-4%,-1.2,92
Cc1ccc(N(C(=O)Cn2nnc(-c3ccc(C)o3)n2)C(C(=O)NC2CCCC2)c2ccncc2)cc1 (stereo unspecified),2.2%,-2%,8%,22%,-0.7%,0.3%,1%,9%,2.4,43
O=C(O)CCCNS(=O)(=O)c1cccc2nsnc12,0.8%,5%,2%,1%,0.1%,-0.3%,1%,6%,-0.6,78
O=C(CCc1ccccc1)NC(NC(=S)Nc1ccc(Br)cc1)C(Cl)(Cl)Cl (stereo unspecified),-0.3%,-5%,8%,1%,0.8%,8.0%,-2%,-9%,1.7,37
CN1CCN(C(=O)c2ccc3c(Cl)c4c(nc3c2)CCCC4)CC1,-0.9%,-11%,-1%,7%,0.1%,0.1%,-2%,8%,1.0,62
CC(=O)N1CC[n+]2c(-c3ccc(Cl)cc3)csc21,-0.5%,9%,17%,4%,-0.2%,-0.2%,-3%,-12%,0.0,90
S=C(Nc1ccc(Cl)cc1Cl)Nn1cnnc1,2.5%,10%,9%,6%,0.2%,0.2%,1%,-16%,-0.7,88
Cc1cc(C2=CC(C)(c3cc(C)oc3C)Nc3nc(C(F)(F)F)nn32)c(C)o1 (stereo unspecified),0.5%,/,/,5%,0.1%,/,1%,40%,-3.8,79
Cc1ccc(C(=O)NC(NCc2ccco2)C(Cl)(Cl)Cl)cc1 (stereo unspecified),1.4%,-1%,2%,7%,-1.3%,4.3%,3%,3%,-0.6,40
O=C(COC(=O)Cc1c(Cl)cccc1Cl)NCc1ccco1,/,-1%,4%,/,/,0.4%[50 µM],/,/,-0.2,61
COC(=O)c1cccc(NC(=O)CN2C(=O)C3CCCCC3C2=O)c1 (stereo unspecified),/,1%,2%,/,/,2.9%[50 µM],/,/,-0.2,52
CCn1ccc(=N)cc1,2.4%,-12%,2%,8%,0.0%,0.1%,-11%,0%,-1.1,62
O=C(C[N+]1(CC#Cc2ccccc2)CCOCC1)c1ccc(Cl)cc1,0.9%,-9%,8%,22%,-0.4%,-0.2%,5%,4%,3.0,42
COCCOC(=O)c1c(C)nc(SCC(=O)Nc2cccc3ccccc23)c(C#N)c1-c1ccco1,9.1%,-2%,6%,19%,1.6%,0.3%,4%,7%,-0.4,81
Oc1c(Br)cc(Br)cc1CNn1cnnc1,0.3%,8%,1%,3%,1.8%,0.0%,6%,-14%,-1.0,64
C=C1CCN([C@@H](CC(C)C)C(=O)NCc2ccc(OC)cc2)S(=O)(=O)c2ccccc21,4.3%,-6%,13%,19%,-0.7%,0.6%,/,/,-1.4,100
COC(=O)c1ccc(CSc2nc3ccccc3o2)cc1,3.0%,-4%,-1%,2%,1.2%,0.3%,-1%,-4%,-0.8,90
COc1ccc(NC(=O)C(c2ccccc2)N2CCN(c3ccccn3)CC2)cc1Cl (stereo unspecified),9.9%,-9%,2%,14%,-0.8%,-0.2%,2%,18%,-1.0,67
# Additional entries:
SMILES,RSV antiviral HEp-2,Dengue-2 NS5 capping,Rac1 GTP hydrolysis,SV40 large T antigen,West Nile virus CPE,K1F lysis inhibition,Siah-1 displacement,AID2073,NTR1 agonist,NTR1 agonist cell count 20 µM
Cc1ccc2c(c1)N(CC(=O)N1CCCc3ccccc31)C(=O)CO2,1.1%,-5%,1%,22%,-0.4%,0.5%,6%,-9%,3.0,51
CC(NCc1ccccc1O)C12CC3CC(CC(C3)C1)C2 (stereo unspecified),-0.8%,3%,-2%,6%,-1.2%,0.1%,-2%,10%,0.5,74
Cc1cccc(CN2CCCC(C(=O)c3ccc4c5c(cccc35)CC4)C2)n1 (stereo unspecified),0.3%,-13%,-8%,8%,-1.8%,0.6%,-1%,16%,1.2,49
CN(C)c1cccc2c1c(NC(=O)c1ccc(Cl)cc1)nn2C,1.3%,-7%,12%,17%,-0.2%,0.7%,1%,-26%,0.0,59
Cc1ccnc(NC(=O)c2ccc(COc3c(F)c(F)cc(F)c3F)o2)c1,3.1%,8%,9%,10%,-0.9%,5.2%,3%,11%,0.0,67

# Single records, as listed above:
# Cc1ccnc(NC(=O)c2ccc(COc3c(F)c(F)cc(F)c3F)o2)c1 in the list: RSV antiviral HEp-2: 3.1%; Dengue-2 NS5 capping: 8%; Rac1 GTP hydrolysis: 9%; SV40 large T antigen: 10%; West Nile virus CPE: -0.9%; K1F lysis inhibition: 5.2%; Siah-1 displacement: 3%; AID2073: 11%; NTR1 agonist: 0.0; NTR1 agonist cell count 20 µM: 67
# CN(C)c1cccc2c1c(NC(=O)c1ccc(Cl)cc1)nn2C in the list: RSV antiviral HEp-2: 1.3%; Dengue-2 NS5 capping: -7%; Rac1 GTP hydrolysis: 12%; SV40 large T antigen: 17%; West Nile virus CPE: -0.2%; K1F lysis inhibition: 0.7%; Siah-1 displacement: 1%; AID2073: -26%; NTR1 agonist: 0.0; NTR1 agonist cell count 20 µM: 59
